KCNH2 3.1 inh – KCNH2 3.1 (human) potassium channel inhibition. U2OS KCNH2 3.1, thallium flux FluxOr; hits give low values. activity change, % (tested at about 1.8 µM). 340,000 tested, 0.95% active. AID 720553;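 active = maximum activity change below -70%; inconclusive = maximum activity change from -70% to -50%; inactive = maximum activity change above -50%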;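 note: thallium influx rate constant from kinetic fluorescence after stimulation buffer; % is set by controls: 0 for no effect and ±100 for the full control effect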
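Kinetic fluorescence (2 min after stimulation buffer) measures Tl+ influx through KCNH2 3.1 expressed by viral transduction in U2OS cells; the rate constant is normalized against DMSO controls serving as positive and negative references.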
uPA generation – blocks generation of uPA at the cell surface; cell surface uPA generation assay, qHTS; 330,000 tested, 0.31% active; AID 540303; Potency, µM (doses to about 38.3 µM), inactives show at the top dose activity change, negative = inhibition, hits mostly inhibitors; active = well fitted inhibition curve with a large enough effect; inconclusive = small, poorly fitted or top-dose-only effect; inactive = no such curve, though single readings can be large or run the other way; tested in mouse RAW 264.7 cells; note: potency is the fitted concentration of half-maximal effect; % is set by controls: 0 for no effect and ±100 for the full control effect; nearly all actives have a fitted effect of over 55% in size
Tb PFK block – T. brucei PFK enzyme inhibition | Potency, µM (doses to about 57.5 µM), for inactives: at the top dose activity, negative = inhibition, most hits filed as inhibitors | T. brucei PFK, ADP-Glo luminescence | O15648 | 330,000 tested, 0.17% active;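 note: potency is the fitted concentration of half-maximal effect; 0% = uninhibited 1x PFK enzyme wells and -100% = no-enzyme wells; nearly all actives have a fitted effect of over 60% in size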
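Activity is normalized to no-enzyme wells (full inhibition) and 1.25 nM enzyme wells (no inhibition). Reaction: 0.5 mM F6P, 0.1 mM ATP, 45 min RT, ADP-Glo luminescence; concentration-response curves fitted and classed by quality.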
FBPA coupling cs – inhibits coupling enzyme system, counter-screen for aldolase hits. AID 2472. activity change, negative = inhibition, % at 58.2 µM, hits read low. coupling enzyme system counterscreen, AmpLite Red fluorescence. 290,000 tested, 0.67% active; in the data active = activity change below about -30%; note: % is set by controls: 0 for no effect and ±100 for the full control effect
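Coupling enzymes only (glyceraldehyde-3-phosphate) + compound, at 57.5 uM final, 10 min RT; add substrate/coupling/AmpLite Red mix, 20 min RT; fluorescence ex 525/em 598 nm. Actives flag coupling-system interference.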
RORg inh – ROR gamma (mouse) transcription inhibition. P51450. Drosophila S2 Gal4-RORgamma UAS-luciferase reporter, 20 h. Potency, µM (titrated, usually from 53.6 µM), inactives show at the highest dose activity change, negative = inhibition, hits mostly inhibitors. 310,000 tested, 5.4% active; note: potency is the fitted concentration of half-maximal effect; % is set by controls: 0 for no effect and ±100 for the full control effect; nearly all actives have a fitted effect of over 60% in size
Target sequence (P51450 whole entry, looked up, the tested form may be a part): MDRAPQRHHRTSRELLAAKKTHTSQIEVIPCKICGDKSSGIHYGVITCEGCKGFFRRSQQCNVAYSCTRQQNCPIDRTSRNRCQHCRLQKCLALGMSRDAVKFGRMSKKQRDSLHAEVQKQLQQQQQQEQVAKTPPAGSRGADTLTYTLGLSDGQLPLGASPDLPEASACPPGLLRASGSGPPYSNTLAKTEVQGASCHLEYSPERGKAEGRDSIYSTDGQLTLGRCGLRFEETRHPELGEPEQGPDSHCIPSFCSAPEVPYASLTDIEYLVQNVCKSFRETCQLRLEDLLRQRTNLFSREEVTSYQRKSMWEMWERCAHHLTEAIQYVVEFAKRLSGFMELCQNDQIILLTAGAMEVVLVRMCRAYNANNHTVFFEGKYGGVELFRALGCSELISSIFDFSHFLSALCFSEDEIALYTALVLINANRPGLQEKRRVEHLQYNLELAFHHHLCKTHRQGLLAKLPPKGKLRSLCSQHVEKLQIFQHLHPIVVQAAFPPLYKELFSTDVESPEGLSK
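ROR gamma transcriptional activity was tracked as Gal4-UAS luciferase output in stably transfected Drosophila Schneider cells, with compound added 1 hr before 700 uM copper sulfate induction and a 20 hr ambient-temperature incubation.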
Gal4-VP16 FLuc – Gal4-VP16 reporter inhibition counter-screen; Drosophila S2 Gal4-VP16 UAS-luciferase, luminescence, 20 h; Potency, µM (highest dose often 53.6 µM), for the others: at the top dose activity, negative = inhibition, most hits filed as inhibitors; 310,000 tested, 3.5% active; AID 2546;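 note: Gal4-VP16 expression switched on by copper sulfate through the metallothionein promoter; potency is the fitted concentration of half-maximal effect; % is set by controls: 0 for no effect and ±100 for the full control effect; nearly all actives have a fitted effect of over 50% in size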
Rab9 promoter act – activates the Rab9 promoter. Huh7 Rab9 promoter-luciferase reporter, luminescence, 24 h. Potency, µM (top dose mostly 9.22 µM), inactives show at the highest dose activation, negative = inhibition, most hits filed as activators. 320,000 tested, 2.8% active; note: potency is the fitted concentration of half-maximal effect; % of control where 0% means no effect; nearly all actives have a fitted effect of over 60% in size
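Quantitative HTS format; Huh7 Rab9-luciferase reporter cells (1500/well) receive compound 2 h post-plating, incubate 24 h at 37 °C, then get luciferase reagent for 10 min before luminescence reading.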
Giardia killer – Giardia lamblia killing; Giardia lamblia trophozoite viability; activity change, % at 7.66 µM, hits read low; 340,000 tested, 0.15% active; AID 540267; in the data active = activity change below about -80%; inconclusive = between about -30% and that limit;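 note: parasites exposed to compound for two days anaerobically before the ATP read; % is set by controls: 0 for no effect and ±100 for the full control effect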
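Giardia trophozoites, 100 cells per well, were exposed to compounds for 48 hrs at 37 deg C under anaerobic conditions; viability was then read as ATP content by bioluminescence after 15-30 min at room temperature.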
ELG1 genotox – genotoxicity induction in ELG1-luciferase HEK293T cells; 330,000 tested, 1.3% active; Potency, µM (top dose mostly 46 µM), inactives show top-dose activity change, positive = activation, hits mostly activators; AID 504466; HEK293T ELG1-luciferase reporter, luminescence, 16 h; note: potency is the fitted concentration of half-maximal effect; % of control where 0% means no effect; nearly all actives have a fitted effect of over 60% in size
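Reporter readout depends on ELG1 protein level, which increases with genetic stress. After 16 hr compound exposure at 37 °C, luciferase activity was quantified using ONE-Glo.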
FLuc modulator – counter-screen for miR-21 project: firefly luciferase inhibitors or activators | purified FLuc, Km substrates, luminescence inhibition | Potency, µM (top dose mostly 57.5 µM), for the others: top-dose activity change, negative = inhibition, actives largely listed as inhibitors | 360,000 tested, 6.9% active | P08659 | AID 588342;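 note: potency is the fitted concentration of half-maximal effect; plate controls were vehicle for no effect and reference inhibitor for full effect; nearly all actives have a fitted effect of over 55% in size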
Target sequence (P08659 whole entry, looked up): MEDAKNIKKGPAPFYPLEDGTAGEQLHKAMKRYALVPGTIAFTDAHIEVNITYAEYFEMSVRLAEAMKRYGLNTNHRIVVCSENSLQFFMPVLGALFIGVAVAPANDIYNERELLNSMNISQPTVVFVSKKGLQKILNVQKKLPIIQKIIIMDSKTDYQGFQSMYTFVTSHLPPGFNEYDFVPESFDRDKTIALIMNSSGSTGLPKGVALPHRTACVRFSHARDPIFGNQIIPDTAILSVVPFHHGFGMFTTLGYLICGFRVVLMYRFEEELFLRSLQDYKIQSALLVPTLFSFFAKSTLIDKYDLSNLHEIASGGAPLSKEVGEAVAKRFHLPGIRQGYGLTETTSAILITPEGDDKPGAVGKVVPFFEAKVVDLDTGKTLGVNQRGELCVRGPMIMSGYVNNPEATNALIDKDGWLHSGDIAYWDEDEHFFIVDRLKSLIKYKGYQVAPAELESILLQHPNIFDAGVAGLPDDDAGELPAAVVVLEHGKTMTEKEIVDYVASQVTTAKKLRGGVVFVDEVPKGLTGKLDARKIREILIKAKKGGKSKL
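Purified P. pyralis luciferase, 10 nM final, with Km-level 10 uM D-luciferin and 10 uM ATP in 50 mM Tris acetate pH 7.5, 10 mM Mg acetate, 0.01% Tween-20, 0.05% BSA; 6-point qHTS titration about 60 µM downward; luminescence read.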
NPC1 prom act – activates the NPC1 promoter. Huh7 NPC1 promoter luciferase reporter, 24 h. 320,000 tested, 2.4% active. Potency, µM (highest dose often 9.22 µM), inactives show top-dose activation, hits mostly activators;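 note: potency is the fitted concentration of half-maximal effect; % of control where 0% means no effect; nearly all actives have a fitted effect of over 60% in size; reporter is driven by a mutant NPC1 promoter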
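Cells: Huh7 expressing luciferase under the NPC1 promoter, 1500/well. Seeded 2 h, compound added, incubated 24 h at 37 °C. Luciferase reagent, 10 min ambient, then luminescence.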
Numbers without * were called inactive; ? = inconclusive; / = no result given; [ ] = dose if it differs, or a comment. Unless noted, calls come from the whole dose curve; as a rule, active = well fitted curve in the direction sought with a large enough effect; inconclusive = small, poorly fitted or top-dose-only effect, or another doubt; inactive = no such curve, though single readings can be large; an effect the other way counts as inactive or inconclusive.

SMILES | KCNH2 3.1 inh | uPA generation | Tb PFK block | FBPA coupling cs | RORg inh | Gal4-VP16 FLuc | Rab9 promoter act | Giardia killer | ELG1 genotox | FLuc modulator | NPC1 prom act
CCOc1cc(/C=C\[N+](=O)[O-])ccc1OCC(=O)Nc1ccccc1C | -32.4 | 7.5% | ? | 1.7 | 1.12µM* | 1.78µM* | -40.8%[inhibitor] | -6.6 | -3.7% | -12.6% | -43.9%[inhibitor]
Cc1oc(-c2cccc(Cl)c2)nc1CS(=O)(=O)CC(=O)NCc1ccco1 | 15.4 | 0.9% | 0.2% | 0.6 | 14.5% | -10.2% | 2.1% | 4.8 | -2.9% | 3.5% | 1.0%
COc1ccc(-n2c(=S)[nH]c3cc(C(=O)Nc4ccc(C)c(F)c4)ccc3c2=O)c(OC)c1 | 5.7 | -16.1% | 0.0% | 0.7 | 5.01µM* | 12.6µM* | 0.5% | -7.2 | -19.2% | ? | -11.3%
C#CCOCCOCCOCCNc1nc(N2CCN(C(=O)[C@H](CCCCN)n3cc(C(N)COC(=O)C(F)(F)F)nn3)CC2)nc(N2CCN(C(=O)[C@H](CCCCN)n3cc(C(N)CC(C)C)nn3)CC2)n1 (some centres undefined) | / | / | 7.1% | 5.9 | 1.4% | -5.4% | 1.5% | / | 3.5% | -0.3% | -0.2%
Cc1csc2nnc(N)n12 | -11.3 | -5.8% | -3.1% | 0.5 | -5.0% | -0.1% | 4.9% | 14.3 | 0.0% | -3.4% | 0.2%
O=C(NCc1ccncc1)C(=O)NCC(c1ccco1)N1CCN(c2ccccc2F)CC1 (centres undefined) | -3.3 | 1.2% | -0.1% | -1.4 | 23.3% | -13.0% | 1.5% | 1.4 | -3.0% | 0.7% | -6.4%
Cc1c(C)n(-c2ccccc2)c2ncnc(NCCN(C)C)c12 | -13.3 | 0.3% | 0.1% | 1.0 | 17.0% | -1.1% | -2.9% | 11.5 | -0.5% | 2.7% | -1.6%
Cc1ccc(NC(=O)CSc2ncccn2)cc1F | 13.1 | -0.6% | 2.2% | 1.6 | 9.3% | -12.7% | 0.0% | 8.9 | 8.1% | -20.0% | -5.7%
O=C(c1ccc(N2CCCC2)c([N+](=O)[O-])c1)N1CCN(c2ccccn2)CC1 | 14.0 | 2.4% | -3.3% | 1.4 | 22.7% | -5.2%[10 µM] | -10.1% | -19.7 | -0.1% | -5.9% | -3.4%
CN(Cc1ccco1)S(=O)(=O)c1nnc(NC(=O)c2ccc(F)cc2)s1 | -10.9 | 14.6% | -6.7% | -27.0 | ? | -8.8% | 2.1% | -17.2 | -9.3% | -19.7% | -4.2%
Cc1ccc(C(C)C)c(Oc2nnnn2-c2ccccc2)c1 | -13.9 | ? | 0.4% | 0.8 | -16.5% | 7.1% | 3.3% | 3.6 | -4.8% | 2.9%[2.3 µM] | -0.1%
CCN(C(=O)CSc1nccc(=O)[nH]1)c1cccc2ccccc12 | -13.4 | 10.5% | -1.3% | / | / | / | / | -10.8 | 3.7% | / | /
O=C1C2C3C=CC(C3)C2C(=O)N1CNc1ccccc1 (centres undefined) | 3.7 | 2.7% | 0.4% | -0.2 | 11.3% | -4.7% | -2.4% | 0.5 | -1.9% | 5.6% | 1.2%
COc1ccc(-n2nnnc2SCC(=O)Nc2cccc(C)n2)cc1OC | -6.3 | -12.4% | -4.6% | 2.9 | 3.2% | 2.8% | 4.8% | 20.6 | 2.0% | -5.0%[2.3 µM] | -0.9%
COc1ccccc1CC(=O)Nc1ccc2c(C)cc(=O)oc2c1 | 4.6 | 12.4% | 2.4% | 0.0 | 52.4% | -3.5% | -5.3% | 2.2 | -0.3% | -3.8% | -2.6%
CCOC(=O)CSc1nnc(NCC(=O)OC(C)C)c(=O)[nH]1 | 0.6 | -9.9% | -6.0% | 1.7 | -20.8% | 1.2% | 6.6% | 4.2 | -6.7% | 1.8% | -3.2%
O=C(COC(=O)c1nc(Cl)ccc1Cl)NNC(=O)c1ccccc1 | -20.0 | 2.4% | -2.0% | / | / | / | -3.1% | 0.3 | -0.1% | -1.0% | -1.4%
Cc1cc(OCC(=O)Nc2ccncc2)cc(C)c1Cl | -10.5 | ? | 1.5% | 1.4 | / | / | 3.0% | 10.1 | 9.6% | -1.0% | -6.9%
O=C(COc1ccc2ccccc2c1)N1CCN(C(=O)c2cccs2)CC1 | 1.6 | 4.1% | -1.2% | -1.4 | 28.1% | -6.9% | -0.3% | -10.2 | -1.6% | ? | -1.9%
CC(C)c1nc2oc3c(N4CCN(C)CC4)ncnc3c2c2c1CCC2 | -1.5 | 1.7% | -6.8% | -1.5 | -12.9% | -1.2% | 7.4% | -5.0 | -1.5% | 2.2% | -2.1%
Cc1ccc(NC(=O)C(C)OC(=O)Cn2[nH]c(=O)c3ccccc3c2=O)cc1 (centres undefined) | 10.7 | 4.3% | 0.3% | / | / | / | 0.1% | -13.3 | 0.5% | -1.3% | -3.2%
O=C(NCc1ccccc1)c1cc2ccccc2oc1=O | 18.6 | 1.7% | -6.1% | 2.3 | 23.7% | 16.6% | -1.9% | 10.2 | ? | 15.1µM* | 18.7%
O=C(CSC1=NCCS1)NC(NC(=O)CSC1=NCCS1)c1ccccc1 | -5.4 | -11.6% | -6.0% | 0.6 | ? | 8.3% | -2.5% | 4.2 | -8.7% | -4.6% | -4.3%
O=C(Nc1ccccc1)O/N=C/c1ccccc1Cl | -8.9 | 0.8% | 3.4% | -7.8 | 22.3% | -0.1% | -2.9% | -14.0 | 15.4% | ? | 5.7%
CCCc1cc(=O)n2nc(N3CCC(C(=O)NCc4ccco4)CC3)sc2n1 | -14.2 | -0.4% | -1.7% | / | 11.1% | 4.8% | -0.3% | -20.1 | 2.5% | 2.5% | -0.7%
CC(=O)N1C(=O)NC2=C(C(=O)CCC2)C1c1cccc([N+](=O)[O-])c1 (centres undefined) | 3.5 | 4.0% | 0.3% | 0.2 | -14.0% | -9.6% | -2.6% | -1.9 | -0.4% | -0.9% | 1.9%
Cc1onc(-c2ccccc2Cl)c1C(=O)OCn1nnc2ccccc2c1=O | 2.2 | 11.2% | 0.8% | -1.3 | 38.4%[0.365 µM] | / | -1.7% | 2.9 | -2.6% | 1.0% | 0.0%
COc1ccc(NC(=S)Nc2ccc(S(N)(=O)=O)cc2)c(C)c1 | 6.1 | 4.4% | 0.2% | 9.2 | ? | ? | -9.6% | 4.8 | -2.7% | -0.7% | -1.5%
Cc1cccc(NC(=O)NCc2ccc3[nH]c(C)cc3c2)c1 | 14.7 | 3.5% | -3.9% | 3.3 | 32.1% | -2.4% | ? | 4.6 | ? | 19µM* | ?
COc1ccc(-c2cc(C(F)F)n3ncc(C(=O)Nc4cccc(S(=O)(=O)N5CCOCC5)c4)c3n2)cc1 | -8.5 | 1.4% | 2.6% | -0.1 | -12.7% | -23.7% | -9.1% | 8.2 | -3.0% | 1.2% | -13.9%
CCOC(=O)C(NC(C)=O)(NC(C)C)C(F)(F)F (centres undefined) | 14.3 | 18.4% | -2.5% | 0.7 | -16.8% | -0.2% | -6.0% | -1.5 | -2.0% | -0.9% | -2.4%
COc1ccc(C(=O)N[C@H](C(=O)NC2CCCCC2)C(C)C)cc1 | -6.6 | 9.5% | 3.1% | / | / | / | / | 10.2 | 0.5% | / | /
COc1cc(/C(O)=C(\C#N)c2nc3ccccc3[nH]2)cc(OC)c1OC | 5.3 | 0.5% | 1.3% | -1.6 | 11.2µM* | ? | 3.9% | -1.7 | 5.4% | ? | 11.2%

Entries listed above printed as active in RORg inh.
compound | uPA generation | RORg inh | Rab9 promoter act
CCOc1cc(/C=C\[N+](=O)[O-])ccc1OCC(=O)Nc1ccccc1C | 7.5% | 1.12µM* | -40.8%[inhibitor]
COc1ccc(-n2c(=S)[nH]c3cc(C(=O)Nc4ccc(C)c(F)c4)ccc3c2=O)c(OC)c1 | -16.1% | 5.01µM* | 0.5%
COc1cc(/C(O)=C(\C#N)c2nc3ccccc3[nH]2)cc(OC)c1OC | 0.5% | 11.2µM* | 3.9%

From PubChem BioAssay
